# GPR151 ag = activates the human receptor GPR151; Q8TDV0; activation, % at 11.2 µM; PathHunter beta-arrestin GPR151 cells, luminescence; actives 1% (n = 650,000); AID 1508602; in the data active means activation above about 4.9%;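 further: 0% = median of compound wells and 100% = cells with positive control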
# Target sequence (Q8TDV0 whole entry, looked up): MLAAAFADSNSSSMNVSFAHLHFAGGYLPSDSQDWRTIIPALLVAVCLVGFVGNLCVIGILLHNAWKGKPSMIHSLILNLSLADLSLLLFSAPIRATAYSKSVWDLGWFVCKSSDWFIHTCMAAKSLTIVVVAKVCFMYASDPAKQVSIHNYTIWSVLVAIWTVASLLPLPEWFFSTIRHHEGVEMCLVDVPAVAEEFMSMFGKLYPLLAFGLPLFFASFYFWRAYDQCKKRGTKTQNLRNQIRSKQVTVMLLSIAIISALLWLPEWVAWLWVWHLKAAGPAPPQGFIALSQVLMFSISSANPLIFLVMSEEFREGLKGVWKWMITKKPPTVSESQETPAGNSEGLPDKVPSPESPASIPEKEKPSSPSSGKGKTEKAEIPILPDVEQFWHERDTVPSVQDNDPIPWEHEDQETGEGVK
# FBW7 act = human FBW7 E3 ligase activation, primary screen; normalized activity (activation), % at 26.1 µM; actives 0.13% (n = 650,000); Q969H0; AlphaScreen FBW7–phospho-cyclin E peptide binding, activator screen; in the data active means normalized activity above about 1.9%;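 further: purified mutant Fbw7 with reduced substrate affinity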
# MITF inh = inhibitors of human MITF. actives 0.91% (n = 650,000). inhibition, % at 2.6 µM. AlphaScreen MITF homodimerization, bead proximity signal; in the data active means inhibition above about 50%;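 further: 0% = vehicle wells with protein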
# Target sequence (O75030 whole entry, looked up): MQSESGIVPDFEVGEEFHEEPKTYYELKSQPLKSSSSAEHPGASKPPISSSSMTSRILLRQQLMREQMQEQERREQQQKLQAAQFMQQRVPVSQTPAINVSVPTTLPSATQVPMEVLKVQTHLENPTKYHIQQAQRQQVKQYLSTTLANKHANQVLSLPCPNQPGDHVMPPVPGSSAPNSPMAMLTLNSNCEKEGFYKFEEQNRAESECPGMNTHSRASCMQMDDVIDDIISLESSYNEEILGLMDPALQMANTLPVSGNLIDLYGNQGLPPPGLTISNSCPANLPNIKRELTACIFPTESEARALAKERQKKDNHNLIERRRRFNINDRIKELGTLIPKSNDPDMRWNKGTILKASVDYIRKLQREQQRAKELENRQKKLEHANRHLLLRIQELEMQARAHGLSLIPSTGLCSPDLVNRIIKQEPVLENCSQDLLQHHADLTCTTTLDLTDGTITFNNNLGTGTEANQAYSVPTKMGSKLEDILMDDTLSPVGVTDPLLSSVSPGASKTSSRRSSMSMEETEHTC
# TEAD-YAP block = TEAD-YAP interaction inhibition; HEK-TIYL cells, TEAD-Gal4/YAP UAS-luciferase luminescence; inhibition, % at 9.12 µM; AID 1259422; actives 1.4% (n = 640,000); in the data active means inhibition above about 32%;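 further: 0% = median of test compound wells and 100% = reference inhibitor wells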
# * hit, by the source's call. Compounds were not picked by outcome; overall some 3.5% were active at least once.
SMILES,GPR151 ag,FBW7 act,MITF inh,TEAD-YAP block
O=c1c2ccccc2nc2c3c4c(sc3ncn12)CCCC4,-1.4,0.2,14,1
CNC(=O)CN1C(=O)NC2(CCc3ccccc32)C1=O (configuration not stated),-0.7,-0.1,-4,1
CCN1CCN(S(=O)(=O)c2cc(C(=O)Nc3cccc(C(F)(F)F)c3)ccc2F)CC1,0.7,-0.1,8,-3
COc1ccc(Cl)cc1-n1c(SCc2ccccc2F)nc2[nH]ncc2c1=O,1.0,-0.2,-2,-11
CCCCOc1cccc(NC(=O)CSc2ccccn2)c1,-1.6,-0.1,0,-9
O=C(NCC1Cc2cc(F)cc(-c3cnccn3)c2O1)C1CCCO1 (configuration not stated),-0.3,0.0,-3,-4
COc1ccc(-c2cc(-c3ccccc3)c3cc(C)ccc3n2)cc1,0.4,0.1,2,6
CN(C(=O)COC(=O)/C=C/c1ccc2ccccc2n1)C1(C#N)CCCCC1,1.2,0.9,17,4
O=C1CCCN1CCn1cnc2c(NCc3nc4ccccc4[nH]3)nc(-c3csc4ccccc34)nc21,1.5,-0.1,-2,-1
CC(=O)N1CCc2cc(Br)cc(S(=O)(=O)Nc3ccc(Br)cc3)c21,1.6,0.0,14,7
O=[N+]([O-])c1ccc(-c2cc3n(n2)CCc2nc4ccccc4n2-3)cc1,-0.8,0.0,-3,-1
CCNCc1ccc(OCC(=O)Nc2ccccc2OC)c(OC)c1,-1.3,0.7,5,-13
O=C(NCSc1nc2ccccc2s1)C(F)(F)F,0.4,-0.1,3,-5
O=C(N/N=C/c1ccc(OC(=O)c2ccccc2)cc1)c1cccc(O)c1,-5.1,0.0,-1,18
CC(C)C(=O)Nc1ccc(Cl)cc1F,-0.8,0.5,23,3
C=CCNC(=O)c1ccc2c(=O)n(CCC)c(=S)[nH]c2c1,1.1,0.0,-10,6
O=C(Nc1ccc(Oc2ccccc2)cc1)c1ccc2nc(Nc3cccnc3)sc2c1,-0.4,0.1,-14,8
CCOC(=O)Cc1csc(NC(=O)Cn2c(=O)oc3cc(Cl)ccc32)n1,-0.8,0.0,6,10
Cc1c(NC(=O)c2c(O)c3ccccc3[nH]c2=O)c(=O)n(-c2ccccc2)n1C,0.0,-0.1,1,8
CC1=C/C(=N\S(=O)(=O)c2ccc(Br)cc2)C=CC1=O,1.3,-0.3,14,3
COc1cc(CO)ccc1OCC(=O)Nc1ccc(Br)cc1,-1.0,0.5,9,-14
CC(=O)CSc1nnnn1-c1ccccc1,-1.1,0.2,14,5
Cc1ccc(C(=O)N/C(=C/c2ccco2)C(=O)Nc2ccc(C)cc2C)cc1,5.1*,0.1,25,-5
O=C(NC1CCCC1)C(c1ccco1)N(Cc1ccc(F)cc1)C(=O)c1csnn1 (configuration not stated),0.0,0.0,0,3
O=C(NN1C(=O)/C(=C/c2ccccc2)SC1=S)c1ccccc1O,1.1,-0.1,9,4
COc1cc(N)c(Cl)cc1C(=O)O,0.3,0.1,12,7
CCN(CC)C(=O)C1CCCN(c2nc(NCCN3CCOCC3)nc(N(CC)CC)n2)C1 (configuration not stated),0.8,0.0,-2,-12
O=C(NCC1CCCN(Cc2cccc(F)c2F)C1)c1cccs1 (configuration not stated),-2.2,0.3,19,9
CC(=O)C1=C(O)C(=O)N(c2ccccn2)C1c1ccc(F)cc1 (configuration not stated),-0.2,-0.1,8,3
Nc1nnc(SCC(=O)Nc2nc3ccc([N+](=O)[O-])cc3s2)s1,-0.2,0.0,-14,-5

# 25 successive compounds already listed:
SMILES,GPR151 ag,FBW7 act,MITF inh,TEAD-YAP block
CCN1CCN(S(=O)(=O)c2cc(C(=O)Nc3cccc(C(F)(F)F)c3)ccc2F)CC1,0.7,-0.1,8,-3
COc1ccc(Cl)cc1-n1c(SCc2ccccc2F)nc2[nH]ncc2c1=O,1.0,-0.2,-2,-11
CCCCOc1cccc(NC(=O)CSc2ccccn2)c1,-1.6,-0.1,0,-9
O=C(NCC1Cc2cc(F)cc(-c3cnccn3)c2O1)C1CCCO1 (configuration not stated),-0.3,0.0,-3,-4
COc1ccc(-c2cc(-c3ccccc3)c3cc(C)ccc3n2)cc1,0.4,0.1,2,6
CN(C(=O)COC(=O)/C=C/c1ccc2ccccc2n1)C1(C#N)CCCCC1,1.2,0.9,17,4
O=C1CCCN1CCn1cnc2c(NCc3nc4ccccc4[nH]3)nc(-c3csc4ccccc34)nc21,1.5,-0.1,-2,-1
CC(=O)N1CCc2cc(Br)cc(S(=O)(=O)Nc3ccc(Br)cc3)c21,1.6,0.0,14,7
O=[N+]([O-])c1ccc(-c2cc3n(n2)CCc2nc4ccccc4n2-3)cc1,-0.8,0.0,-3,-1
CCNCc1ccc(OCC(=O)Nc2ccccc2OC)c(OC)c1,-1.3,0.7,5,-13
O=C(NCSc1nc2ccccc2s1)C(F)(F)F,0.4,-0.1,3,-5
O=C(N/N=C/c1ccc(OC(=O)c2ccccc2)cc1)c1cccc(O)c1,-5.1,0.0,-1,18
CC(C)C(=O)Nc1ccc(Cl)cc1F,-0.8,0.5,23,3
C=CCNC(=O)c1ccc2c(=O)n(CCC)c(=S)[nH]c2c1,1.1,0.0,-10,6
O=C(Nc1ccc(Oc2ccccc2)cc1)c1ccc2nc(Nc3cccnc3)sc2c1,-0.4,0.1,-14,8
CCOC(=O)Cc1csc(NC(=O)Cn2c(=O)oc3cc(Cl)ccc32)n1,-0.8,0.0,6,10
Cc1c(NC(=O)c2c(O)c3ccccc3[nH]c2=O)c(=O)n(-c2ccccc2)n1C,0.0,-0.1,1,8
CC1=C/C(=N\S(=O)(=O)c2ccc(Br)cc2)C=CC1=O,1.3,-0.3,14,3
COc1cc(CO)ccc1OCC(=O)Nc1ccc(Br)cc1,-1.0,0.5,9,-14
CC(=O)CSc1nnnn1-c1ccccc1,-1.1,0.2,14,5
Cc1ccc(C(=O)N/C(=C/c2ccco2)C(=O)Nc2ccc(C)cc2C)cc1,5.1*,0.1,25,-5
O=C(NC1CCCC1)C(c1ccco1)N(Cc1ccc(F)cc1)C(=O)c1csnn1 (configuration not stated),0.0,0.0,0,3
O=C(NN1C(=O)/C(=C/c2ccccc2)SC1=S)c1ccccc1O,1.1,-0.1,9,4
COc1cc(N)c(Cl)cc1C(=O)O,0.3,0.1,12,7
CCN(CC)C(=O)C1CCCN(c2nc(NCCN3CCOCC3)nc(N(CC)CC)n2)C1 (configuration not stated),0.8,0.0,-2,-12

# Further results follow.
SMILES,GPR151 ag,FBW7 act,MITF inh,TEAD-YAP block
Cc1sc(NC(=O)CC(c2ccccc2)c2ccccc2)nc1-c1ccccc1,1.3,0.6,3,3
COC(=O)c1ccc(NC(=O)/C(=C\c2ccco2)NC(=O)c2ccccc2OC)cc1,-0.3,-0.2,6,-2
CCCOc1ccc(C2NC(=O)CCC2[N+](=O)[O-])cc1 (configuration not stated),0.5,0.6,1,9
CCN(CC)C(=O)c1c[nH]c2ccc(S(=O)(=O)N3CCC(C)CC3)cc2c1=O,-0.1,0.0,-1,4
CN1CCOc2cc(S(=O)(=O)NCc3csc(-c4cccs4)n3)ccc21,0.3,1.1,21,8
CCCCCCOC(=O)C(Cc1ccccc1)NC(=O)c1ccccc1 (configuration not stated),1.4,0.0,8,7
CN1CCN(C(=O)c2ccc(-c3cc(C(=O)NCc4ccccc4)ccn3)cc2)CC1,1.4,0.3,-42,-6
N/C(=N\OC(=O)CCl)c1cccs1,-0.4,-0.1,-12,-1
CCC1=NN2C(=N)/C(=C/c3ccc(Sc4ccc(C)cc4)o3)C(=O)N=C2S1,0.7,-0.1,3,3
Cc1cc(C)nc(NNC(=O)c2ccccc2)n1,0.5,0.4,16,0
COc1ccc(NC(=O)N2CCCC(CCC(=O)N(C)CCc3ccccn3)C2)cc1 (configuration not stated),-0.4,0.0,-1,-6
CC(=O)Nc1ccc(NS(=O)(=O)c2ccc([N+](=O)[O-])cc2)cc1,18*,0.7,13,8
CCCCNS(=O)(=O)c1ccc(NC(=O)c2ccccc2Br)cc1,-0.6,-0.2,-7,-10
Cc1nc2ncnn2c(C)c1Cc1ccccc1Cl,-2.6,-0.1,1,-33
COCCCNC(=O)c1cc2c(=O)n3ccccc3nc2s1,-4.3,0.1,11,-25
O=C(CC(c1ccccc1)c1ccccc1)NCc1nc(-c2ccccc2)no1,-0.9,-0.1,-6,-6
N#CCCN1CCN(c2ccc(F)cc2[N+](=O)[O-])CC1,5.3*,-0.2,13,9
COc1cc(OC)cc(C(=O)Nc2sc3c(c2C(N)=O)CCCC3)c1,-0.9,0.0,-6,-8
CCOC(=O)Cc1n[nH]c(=S)c2ccccc12,0.4,-0.1,0,-3
Cc1nn(-c2nnc(C)c(=O)[nH]2)c(C)c1SCC(=O)Nc1ccc(F)cc1,0.4,-0.6,-3,3
CCN(CC)S(=O)(=O)c1ccc(O)c(C(=O)OCC(=O)NC2CCCC2)c1,-1.1,0.6,2,3
CCc1ccc(NS(=O)(=O)c2ccc(F)cc2)cc1,2.0,-0.1,-3,4
COc1ccc(NC(=O)CCN2CCN(C3c4ccccc4-c4ccccc43)CC2)cc1,1.7,-0.1,-5,6
CCCCN(CCCC)C(=O)C1CCCN1S(=O)(=O)c1cccc2nsnc12 (configuration not stated),2.3,-0.1,-3,-9
Cc1c(-c2ccccc2)[n+](=O)c(-c2cccs2)c(C)n1[O-],-0.5,-0.1,-3,5
COc1ccc(C(=O)COC(=O)CNC(=O)CC23CC4CC(CC(C4)C2)C3)cc1OC,-0.7,0.1,11,-1
CCCCN(CC)C(=O)Cc1ccc(Br)cc1,-0.1,0.1,-17,7
CN(C)c1ccc(/C=C2/SC(=S)N(CC(=O)O)C2=O)cc1,-1.5,0.3,18,19
O=C1CCCN1CCP(=O)(O)CN1CCOCC1,1.0,0.0,16,12
Cc1c(Nc2nc3ccccc3nc2Nc2cccc(F)c2)c(=O)n(-c2ccccc2)n1C,-0.9,0.3,29,10
COc1ccccc1/C=C/C=C1\N=C(c2ccc(-c3ccccc3)cc2)OC1=O,0.9,0.3,2,0
Oc1ccc(-c2cncc(/C=C/c3ccccc3)n2)cc1,0.8,0.4,9,4
CCOc1ccc(N(CC(=O)Nc2ccccc2-c2ccccc2)S(C)(=O)=O)cc1,-0.1,-0.2,1,24
COCCN1C(=O)CC(C(=O)OC)C12CCN(C(=O)c1cccc(F)c1F)CC2 (configuration not stated),-0.5,-0.1,10,-4
Cc1ccc(/C=C2/C(=N)N3C(=NC2=O)SN=C3S(=O)(=O)C(C)C)o1,2.3,-0.1,6,-11
c1ccc(CNc2nc(N3CCN(Cc4ccc5c(c4)OCO5)CC3)nc3c2ncn3-c2ccccc2)cc1,-0.2,0.0,16,1
CC(=O)c1ccc(N2CCN(C(=O)c3ccccc3Br)C(C)C2)c(F)c1 (configuration not stated),1.2,0.1,20,8
CC(=O)c1cccc(NC(=O)NC2CCCCC2)c1,-0.9,-0.1,4,0
COc1ccc(-c2csc(N3CCN(c4ccccn4)CC3)n2)cc1,-0.1,0.3,12,1
Cc1ccccc1C=Nc1cccc(C#N)c1,0.5,0.8,-2,14
CCCCN1CC(C(=O)NCc2ccc(C)cc2)CC1=O (configuration not stated),-1.5,0.7,-5,-8
COc1ccccc1NC(=O)c1cc2ccccc2oc1=Nc1ccc(F)cc1,-0.6,0.1,-9,-12
Fc1ccccc1NC(=S)N(CCCN1CCCC1)Cc1ccco1,-1.4,0.9,14,1
O=C(CNS(=O)(=O)c1ccc(Br)s1)NCCc1ccc(Cl)cc1,1.7,-0.1,3,-1
Clc1ccc(-c2ccc(/C=C/c3nc4ccccc4o3)o2)cc1,0.3,0.9,-4,-1
CC(=O)C1C(=O)CC(C)(O)C(C(C)=O)C1c1ccc(O)cc1 (configuration not stated),-0.8,0.6,-2,-1
CCOC(=O)C1CCC(CN(Cc2ccc(OC)cc2)S(=O)(=O)c2ccc(F)c(C(=O)Nc3cc(Cl)ccc3OC)c2)CC1 (configuration not stated),-1.6,0.4,14,4
O=C(c1cc(F)cc(F)c1)N1CCN2C(=O)[C@@H]3C[C@@H](O)CN3C(=O)[C@H]2C1,-0.5,-0.3,-7,-6
Cc1ccsc1CN(C(=O)c1ccccc1)C1CCS(=O)(=O)C1 (configuration not stated),0.2,1.2,6,-6
COc1ccccc1/C=N/NC(=O)COc1ccc(Br)cc1OC,0.5,0.1,12,-6
O=C(NNC(=O)c1cccc(Br)c1)Nc1ccccc1,-0.4,-0.1,-14,6
O=C(NNC(=O)C1CCCCC1)c1ccc(Cl)cc1,-0.1,0.0,2,-5
